TEAD-YAP block – TEAD-YAP interaction inhibition; inhibition, % at 9.12 µM; 640,000 compounds, 1.4% hits; HEK-TIYL cells, TEAD-Gal4/YAP UAS-luciferase luminescence; in the data active means inhibition above about 32%;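 further: 0% = median of test compound wells and 100% = reference inhibitor wells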
FBW7 activator – activators of human E3 ligase FBW7; Q969H0; AlphaScreen FBW7–phospho-cyclin E peptide binding, activator screen; normalized activity (activation), % at 26.1 µM; 650,000 compounds, 0.13% hits; AID 1259310; in the data active means normalized activity above about 1.9%;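 further: purified mutant Fbw7 with reduced substrate affinity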
Target sequence (Q969H0 whole entry, looked up): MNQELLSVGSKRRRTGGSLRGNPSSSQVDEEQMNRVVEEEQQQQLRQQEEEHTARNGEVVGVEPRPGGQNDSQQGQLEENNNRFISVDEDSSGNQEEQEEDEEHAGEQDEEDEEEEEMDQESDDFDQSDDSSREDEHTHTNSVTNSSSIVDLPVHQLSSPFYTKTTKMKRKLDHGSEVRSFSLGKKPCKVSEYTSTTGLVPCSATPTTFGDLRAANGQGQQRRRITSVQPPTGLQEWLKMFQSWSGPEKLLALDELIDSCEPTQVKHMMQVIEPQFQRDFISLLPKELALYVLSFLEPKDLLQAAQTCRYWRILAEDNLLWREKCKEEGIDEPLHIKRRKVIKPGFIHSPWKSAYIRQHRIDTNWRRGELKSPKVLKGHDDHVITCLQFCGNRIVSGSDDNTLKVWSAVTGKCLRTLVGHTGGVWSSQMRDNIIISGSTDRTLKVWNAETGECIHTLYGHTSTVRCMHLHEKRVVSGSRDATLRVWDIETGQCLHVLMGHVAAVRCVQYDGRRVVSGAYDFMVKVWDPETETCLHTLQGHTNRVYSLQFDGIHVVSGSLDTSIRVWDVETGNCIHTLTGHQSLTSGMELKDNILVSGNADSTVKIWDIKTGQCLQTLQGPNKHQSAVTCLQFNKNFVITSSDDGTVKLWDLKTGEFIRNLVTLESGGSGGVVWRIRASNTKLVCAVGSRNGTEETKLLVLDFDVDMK
MITF inh – inhibitors of human MITF; inhibition, % at 2.6 µM; AlphaScreen MITF homodimerization, bead proximity signal; 650,000 compounds, 0.91% hits; O75030; AID 1259374; in the data active means inhibition above about 50%;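 further: 0% = vehicle wells with protein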
GPR151 activ – activators of human GPR151; 650,000 compounds, 1% hits; PathHunter beta-arrestin GPR151 cells, luminescence; activation, % at 11.2 µM; Q8TDV0; in the data active means activation above about 4.9%;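 further: 0% = median of compound wells and 100% = cells with positive control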
Target sequence (Q8TDV0 whole entry, looked up): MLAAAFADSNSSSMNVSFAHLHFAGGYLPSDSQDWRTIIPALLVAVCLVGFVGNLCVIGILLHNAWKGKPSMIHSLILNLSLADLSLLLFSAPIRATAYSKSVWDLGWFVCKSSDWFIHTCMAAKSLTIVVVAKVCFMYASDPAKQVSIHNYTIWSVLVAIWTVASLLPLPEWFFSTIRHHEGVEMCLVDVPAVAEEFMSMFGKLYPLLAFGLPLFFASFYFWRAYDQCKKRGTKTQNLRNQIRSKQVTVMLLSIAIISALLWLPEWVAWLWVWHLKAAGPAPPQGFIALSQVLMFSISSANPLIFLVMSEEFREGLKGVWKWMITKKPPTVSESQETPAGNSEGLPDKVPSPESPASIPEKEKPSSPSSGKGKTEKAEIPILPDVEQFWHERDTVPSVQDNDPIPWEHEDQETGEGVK
* marks the source's active call; other numbers are inactive results.

No. | mol | TEAD-YAP block | FBW7 activator
1 | CC(=O)Nc1ccc(N2C(=O)CC(N3CCCCCC3)C2=O)cc1 (stereo not drawn) | 9.7 | 0.1
2 | Cc1ccc(NCC(=O)N/N=C/c2cccc(Br)c2)cc1 | -6.3 | 0.0
3 | COc1cc2nc(SCc3cc(=O)n4cc(Br)ccc4n3)n(CCc3ccc(Cl)cc3)c(=O)c2cc1OC | -2.5 | -0.1
4 | Cn1nc(C(=O)NNC(=O)C2c3ccccc3Oc3ccccc32)c2ccccc2c1=O | 4.0 | 0.4
5 | CCC(CC)C(=O)Nc1ccc(C(=O)OC)cc1 | -11.9 | -0.1
6 | CN1CCN(C(=O)c2ccc(-c3nc4ccc(C(=O)Nc5ccccc5)cc4s3)cc2)CC1 | -8.7 | 0.0
7 | N#Cc1ccc(Oc2ccc(C(=O)OCC(=O)c3ccc([N+](=O)[O-])cc3)cc2)cc1C#N | -0.4 | 0.7
8 | COc1cc(C2CC(=O)n3nc(-c4ccc(C)cc4)nc3S2)cc(OC)c1OC (stereo not drawn) | -5.2 | -0.1
9 | CCc1ccc(OC2=NS(=O)(=O)c3ccccc32)cc1 | 1.9 | 0.0
10 | CCOc1ncccc1C(=O)Nc1ccc2cccc([N+](=O)[O-])c2c1 | -7.3 | -0.2
11 | CCOc1cc(C)c(C(C)C)cc1S(=O)(=O)N1CC(C)OC(C)C1 (stereo not drawn) | 2.2 | -0.3
12 | Cc1cccc(/C=N/NC(=O)c2ccc(NC(=O)c3ccc(Cl)cc3)cc2)n1 | 4.1 | 0.0
13 | CCOc1ccc(-c2cn[nH]c2N)cc1 | 47.8* | -0.2
14 | O=C(NCCCN1CCCC1=O)c1nnc(-c2ccc3c(c2)OCO3)o1 | -19.6 | 0.0
15 | O=C(Nc1cccc(F)c1)c1ccncc1 | -4.1 | 0.1

No. | MITF inh | GPR151 activ
1 | 7.2 | 0.6
2 | -1.6 | -0.6
3 | 2.4 | 0.8
4 | 13.1 | -0.5
5 | -3.0 | 0.1
6 | 1.0 | -0.6
7 | 6.8 | 2.1
8 | 2.0 | 0.7
9 | -1.9 | -0.5
10 | 1.5 | 3.3
11 | -1.6 | 0.4
12 | 19.4 | 3.2
13 | 14.8 | -0.9
14 | -5.5 | -2.0
15 | 16.1 | 0.1

Remaining list, next part.
No. | mol | TEAD-YAP block | FBW7 activator
16 | O=C(O)CN1C(=O)/C(=C\c2ccc(O)c(Br)c2)SC1=S | 9.9 | -0.2
17 | CNc1ccccc1-c1nc2cc([N+](=O)[O-])ccc2n(C)c1=O | 1.4 | 0.0
18 | CCOC(=O)N1CCC(N(CCN(C)C)C(=S)Nc2ccccc2F)CC1 | 3.9 | 0.0
19 | O=C1CC(N2CCOCC2)C(=O)N1c1cc(C(F)(F)F)ccc1Cl (stereo not drawn) | 0.8 | -0.5
20 | CCCCc1c(C)c2ccc(OCC(=O)c3ccccc3)cc2oc1=O | -10.9 | 0.1
21 | CN1CCNC(=O)C1CC(=O)N(Cc1ccccc1)CC1CCC1 (stereo not drawn) | -7.5 | 0.1
22 | CCN1C(=O)C(CC(=O)Nc2ccccc2)S/C1=N/c1nc2ccccc2s1 (stereo not drawn) | -6.2 | 0.0
23 | C=CCSc1nc2c(c(=O)n(C)c(=O)n2C)n1CC=C | 1.6 | 0.1
24 | CCOc1ccc(N(CC)C(=O)Cn2ncc3c(=O)oc4ccc(C)cc4c32)cc1 | 8.3 | 0.2
25 | COc1cccc(CNCCC2CCC(=O)N2CCCN2CCCC2=O)c1 (stereo not drawn) | 5.2 | -0.1
26 | O=C(Cc1n[nH]c(=O)[nH]c1=O)N/N=C/c1ccc(Cl)cc1Cl | -5.3 | 0.0
27 | CCCCn1c(Cc2ccccc2)nnc1SCC(=O)OC | 24.6 | 0.0
28 | CCc1ccc(-n2nc3ccc(NC(=O)COc4ccc(OC)cc4)cc3n2)cc1 | -27.3 | 0.0
29 | CCOC(=O)c1c(-c2ccccc2)oc2c1cc(OC(=O)c1ccc([N+](=O)[O-])cc1)c1ccccc12 | -0.6 | 0.0
30 | COc1ccc2c(c1)CC(c1nc3ccc(-c4ccnc(N)n4)cc3c(=O)[nH]1)CO2 (stereo not drawn) | 11.4 | 0.9

No. | MITF inh | GPR151 activ
16 | 17.2 | -4.0
17 | -13.1 | 1.4
18 | -1.4 | 3.0
19 | 87.5* | -0.5
20 | 10.1 | 0.3
21 | -7.9 | -1.2
22 | -3.9 | 0.3
23 | 8.7 | -0.8
24 | 2.9 | 0.1
25 | -13.4 | -1.4
26 | 8.2 | 0.0
27 | 4.4 | 1.0
28 | -10.2 | -0.6
29 | -6.4 | -0.1
30 | 15.8 | 1.0

Next part
No. | mol | TEAD-YAP block | FBW7 activator
31 | CSc1nsc(SC)c1NC(=O)Nc1cccc([N+](=O)[O-])c1 | 15.0 | 0.6
32 | Cc1sc2nc3c(C(=O)NC4CCCCCCC4)cccn3c(=O)c2c1C | 1.4 | 0.0
33 | O=C(CNc1ccc(I)cc1)N/N=C/c1ccc(Cl)cc1 | 10.8 | 0.0
34 | COC(=O)c1ccccc1NS(=O)(=O)c1ccc(S(N)(=O)=O)cc1 | -4.8 | 0.3
35 | COc1cc(CNCc2ccccn2)ccc1OCC(=O)NC1CCCCC1 | 4.9 | -0.6
36 | CCC(C)NCCOCCOc1ccc(Br)cc1Cl (stereo not drawn) | -13.4 | 0.0
37 | Cc1ccc(NC(=O)c2ccccc2I)cc1[N+](=O)[O-] | -4.1 | -0.1
38 | COc1ccc2nc(Cl)c(C3CC(c4ccccc4)=NN3C(=O)CCCC(=O)O)cc2c1 (stereo not drawn) | 3.3 | 0.1
39 | N#Cc1c(NC(=O)CCCCCN2C(=O)c3ccccc3C2=O)sc2c1CCCC2 | -5.2 | 0.2
40 | CC(C)NCCOCCOc1c(Cl)cccc1Cl | -17.7 | -0.2
41 | C/C(=C\C(=O)c1ccccc1)Nc1ccccc1C | 3.5 | 0.0
42 | CC1Oc2cccnc2N(Cc2cccc(C#N)c2)C1=O (stereo not drawn) | 10.6 | -0.1
43 | Cc1nc(SCc2ccccc2Cl)c(C#N)c(C)c1C | 1.5 | 0.0
44 | O=C(O)c1ccc2c(c1)NC(=O)C(CS(=O)(=O)Cc1c(F)cccc1Cl)N2 (stereo not drawn) | 11.3 | -0.1
45 | CN(C)CCOc1cc(-c2ccnc(N)n2)c(F)cc1NC(=O)C1COc2ccc(F)cc2C1 (stereo not drawn) | 8.7 | -0.1

No. | MITF inh | GPR151 activ
31 | 7.0 | -0.9
32 | -0.9 | 0.4
33 | 5.7 | 1.4
34 | 9.0 | 0.0
35 | 4.1 | 0.3
36 | 20.4 | -0.4
37 | 11.0 | -0.5
38 | 17.4 | 5.0*
39 | -0.3 | -1.0
40 | 34.8 | 0.0
41 | 1.2 | 1.6
42 | 12.3 | 4.7
43 | 9.2 | -1.4
44 | 1.3 | -1.6
45 | 21.2 | -1.3

Remaining list, next part.
No. | mol | TEAD-YAP block | FBW7 activator
46 | COc1ccc(C(=O)NCc2cccc(CNC(=O)c3ccc(OC)cc3)c2)cc1 | -5.5 | -0.2
47 | N#CC12C(N)=NC3(OCCO3)C1(C#N)C2c1cccc(Oc2ccccc2)c1 (stereo not drawn) | -2.1 | 0.0
48 | O=C(NCc1cccnc1)c1ccc(-c2ccccc2)s1 | -6.8 | 0.0
49 | Cc1ccccc1CN1C2=NC(=O)CN2c2ccccc21 | -4.9 | 0.2
50 | COCCN(CC(=O)NC1CCCCC1)C(=O)/C=C/C(=O)c1ccc(OC)cc1O | 49.5* | 0.0
51 | CCOC(=O)N1CCN(Cc2ccc(Br)cc2)CC1 | 8.0 | 0.1
52 | CCCCCC(=O)Nc1cc2nn(-c3ccc(Cl)cc3)nc2cc1C | -4.9 | -0.1
53 | CC(C)OCCNC(=O)CC1C(=O)NCCN1Cc1cccc(C(F)(F)F)c1 (stereo not drawn) | -11.8 | 0.0
54 | CCc1ccc(CN(C)CC(=O)N(C)c2c(N)n(Cc3ccccc3)c(=O)[nH]c2=O)cc1 | 6.1 | 0.2
55 | Cn1c(=O)c2c(nc3n(-c4cccc(Cl)c4)c(-c4ccc(Cl)cc4)cn23)n(C)c1=O | -7.5 | -0.1
56 | Cc1ccc(-c2noc(CN(C(=O)c3cccc(F)c3)C(C)C)n2)cc1 | 2.2 | 0.3
57 | Cc1sc2c(c1C)c(=O)n(-c1ccccc1)c(=O)n2Cc1cccnc1 | 7.1 | 0.1
58 | COc1ccc(C=NCC2OCCc3ccccc32)cc1OC (stereo not drawn) | -8.0 | 0.0
59 | CC1(NC(=S)N(CCO)CCO)CCS(=O)(=O)C1 (stereo not drawn) | 1.8 | 0.1
60 | N#CCCn1cc(/C=C/C(=O)O)c(-c2cccc(Br)c2)n1 | -11.5 | 0.1

No. | MITF inh | GPR151 activ
46 | 1.2 | -0.6
47 | -7.3 | -1.0
48 | 7.1 | -0.4
49 | -0.7 | -0.5
50 | -1.8 | 1.9
51 | 39.7 | 0.0
52 | -4.8 | -1.0
53 | -9.0 | 2.4
54 | 14.0 | -0.1
55 | 3.3 | -0.5
56 | -2.6 | 1.2
57 | 1.6 | 1.5
58 | 15.6 | -0.1
59 | -20.1 | -0.5
60 | -3.0 | -2.4

The listing continues:
No. | mol | TEAD-YAP block | FBW7 activator
61 | CC1CCN(c2nc(NCCO)c3cnn(C)c3n2)CC1 | 3.2 | -0.1
62 | COCCN1C(=O)c2ccccc2C(C(=O)NC2CCCC2)C1c1cn(C)c2ccccc12 (stereo not drawn) | 2.5 | -0.1
63 | Cc1ccc(Cl)cc1N(CC(=O)NCc1ccc2c(c1)OCO2)S(C)(=O)=O | -2.4 | 0.0
64 | COc1cccc(CNC(=O)c2cc(Sc3ccc(F)cc3)nc3ccccc23)c1 | -6.0 | 0.3
65 | CCOC(=O)c1c(NC(=O)c2cc3nc(-c4ccco4)cc(C(F)(F)F)n3n2)sc2c1CCC2 | 0.0 | -0.1
66 | Cc1cc(C)c(O)c(N=Cc2cc3c(cc2[N+](=O)[O-])OCO3)c1 | -0.8 | -0.2
67 | NC(=O)C1CCCN1c1ccc(S(=O)(=O)N2CCCCC2)cn1 (stereo not drawn) | 10.8 | 0.0
68 | CCN1CCN(CCCOc2ccc(C#N)cc2)CC1 | 17.7 | 0.5
69 | COCCNc1nc(SCC(=O)Nc2cccc(C(F)(F)F)c2)nc2ccccc12 | -13.6 | 0.1
70 | COc1ccc([N+](=O)[O-])cc1N=Cc1c(O)n(-c2ccccc2)c(=O)[nH]c1=O | 0.2 | 0.2
71 | COCCNCCOc1ccccc1Cl | -5.0 | 0.1
72 | CCOC(=O)N1CCN(C(=O)CSc2ccc(-c3cccs3)nn2)CC1 | 0.2 | 0.3
73 | CCOc1ccc(/C(O)=C2\C(=O)C(=O)NC2c2ccco2)cc1 (stereo not drawn) | -10.6 | -0.1
74 | COc1ccc(-c2cc(C(F)(F)F)n3nc(C(=O)Nc4ccc(Br)cc4C(=O)c4ccccc4)cc3n2)cc1 | 9.6 | -0.1
75 | CC(=O)c1cccc(N2C(=O)C3C4C=CC(CO)(O4)C3C2=O)c1 (stereo not drawn) | -1.7 | -0.2

No. | MITF inh | GPR151 activ
61 | 20.2 | -0.3
62 | 1.5 | 0.8
63 | 8.7 | 0.1
64 | 8.5 | -0.2
65 | -12.4 | 0.4
66 | 10.8 | -1.2
67 | -7.6 | 0.5
68 | 72.1* | -1.2
69 | 21.2 | 0.6
70 | 20.6 | -0.4
71 | 19.3 | -0.3
72 | 6.5 | 0.1
73 | 30.1 | -0.2
74 | 12.5 | 0.4
75 | -9.2 | -1.4

Next part
No. | mol | TEAD-YAP block | FBW7 activator
76 | Cc1nc(C)c(C(=O)N2CCC(C3(C)NC(=O)N(Cc4ccsc4)C3=O)CC2)s1 (stereo not drawn) | -11.3 | 0.7
77 | CCOc1ccc(CNC(=O)C2CCN(c3nn4c(=O)cc(C)nc4s3)CC2)cc1 | 6.1 | 0.9
78 | Cc1ccc(-c2cc(C(=O)Nc3ccc(Oc4ccccc4)cc3)c3ccccc3n2)c(C)c1 | -1.1 | 0.3
79 | CCCCN1C(=O)NC(NC(=O)CCC2CCCCC2)(C(F)(F)F)C1=O (stereo not drawn) | 9.7 | 0.4
80 | CCOCCc1c(O)nc(SCC)[nH]c1=O | -1.9 | 0.0

No. | MITF inh | GPR151 activ
76 | -6.4 | -1.2
77 | 5.8 | -0.4
78 | 6.7 | 0.6
79 | 17.2 | -0.2
80 | 6.5 | 0.0

Of the compounds above, 9 contain an aryl thioether with sulfur outside any ring.
No. | mol | TEAD-YAP block | FBW7 activator
3 | COc1cc2nc(SCc3cc(=O)n4cc(Br)ccc4n3)n(CCc3ccc(Cl)cc3)c(=O)c2cc1OC | -2.5 | -0.1
23 | C=CCSc1nc2c(c(=O)n(C)c(=O)n2C)n1CC=C | 1.6 | 0.1
27 | CCCCn1c(Cc2ccccc2)nnc1SCC(=O)OC | 24.6 | 0.0
31 | CSc1nsc(SC)c1NC(=O)Nc1cccc([N+](=O)[O-])c1 | 15.0 | 0.6
43 | Cc1nc(SCc2ccccc2Cl)c(C#N)c(C)c1C | 1.5 | 0.0
64 | COc1cccc(CNC(=O)c2cc(Sc3ccc(F)cc3)nc3ccccc23)c1 | -6.0 | 0.3
69 | COCCNc1nc(SCC(=O)Nc2cccc(C(F)(F)F)c2)nc2ccccc12 | -13.6 | 0.1
72 | CCOC(=O)N1CCN(C(=O)CSc2ccc(-c3cccs3)nn2)CC1 | 0.2 | 0.3
80 | CCOCCc1c(O)nc(SCC)[nH]c1=O | -1.9 | 0.0

No. | MITF inh | GPR151 activ
3 | 2.4 | 0.8
23 | 8.7 | -0.8
27 | 4.4 | 1.0
31 | 7.0 | -0.9
43 | 9.2 | -1.4
64 | 8.5 | -0.2
69 | 21.2 | 0.6
72 | 6.5 | 0.1
80 | 6.5 | 0.0
